POLI inh = blocks human DNA polymerase iota activity; Pol iota fluorescent replication assay, 10 min; Potency, µM (doses to about 115 µM), inactives show at the highest dose activity, negative = inhibition, most hits filed as inhibitors; 390,000 compounds, 1% hits; AID 588590; also: potency is read from the fitted curve at half-maximal effect
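Pol iota at 10 nM preincubated 15 min with compounds at room temperature; reaction started with fluorescent substrate, 50 nM final. Fluorescence read kinetically at 0 and 10 min; buffer-only wells as negative control.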
12-LOX inh = blocks human arachidonate 12S-lipoxygenase. P18054. purified 12hLO, xylenol orange hydroperoxide absorbance. Potency, µM (titrated, usually from 108 µM), for inactives: top-dose activity change, negative = inhibition, usual class: inhibitors. 580,000 compounds, 1.1% hits. AID 1671190; also: potency is read from the fitted curve at half-maximal effect; % is scaled to controls: 0 for no effect and ±100 for the full control effect
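Hydroperoxide product was detected by ferrous iron/xylenol orange as the 573 to 405 nm absorbance ratio. Arachidonic acid at 40 uM (final) was turned over for 30 min at room temperature by 150 nM human 12hLO, pH 7.0 Hepes buffer, after 15 min compound preincubation.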
POLB inh = DNA polymerase beta (human) inhibition; P06746; 340,000 compounds, 1.3% hits; Pol beta primer extension/strand displacement, fluorescence kinetic; Potency, µM (doses to about 114 µM), inactives show at the highest dose activity change, negative = inhibition, actives largely listed as inhibitors; also: potency is read from the fitted curve at half-maximal effect; % is scaled to controls: 0 for no effect and ±100 for the full control effect
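Curves were derived by four-parameter Hill fits of normalized qHTS data. The kinetic fluorescent primer-extension read was taken at 0 and 10 min after 50 nM substrate, following a 15 min room-temperature preincubation of 10 nM enzyme with compounds.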
TRHR ag = activates the human TRH receptor | P34981 | TRHR cells, calcium flux fluo-8, FDSS agonist mode | activation, % at 2 µM | 360,000 compounds, 0.18% hits | AID 493084; in the data active = activation above about 30%; also: 0% is about no effect
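In this calcium-flux screen, cells bearing human TRHR are dye-loaded with fluo-8, baselined for 10 cycles, then exposed to library compounds; positive kinetic calcium responses during the agonist phase mark hits, with TRH as control.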
POLK inh = blocks human DNA polymerase kappa activity; Q9UBT6; purified Pol kappa, fluorescent DNA synthesis assay, 10 min; Potency, µM (titrated, usually from 107 µM), for the others: at the top dose activity, negative = inhibition, most hits filed as inhibitors; 400,000 compounds, 0.53% hits; AID 588579; also: potency is read from the fitted curve at half-maximal effect; % is scaled to controls: 0 for no effect and ±100 for the full control effect
Target sequence (Q9UBT6 whole entry, looked up): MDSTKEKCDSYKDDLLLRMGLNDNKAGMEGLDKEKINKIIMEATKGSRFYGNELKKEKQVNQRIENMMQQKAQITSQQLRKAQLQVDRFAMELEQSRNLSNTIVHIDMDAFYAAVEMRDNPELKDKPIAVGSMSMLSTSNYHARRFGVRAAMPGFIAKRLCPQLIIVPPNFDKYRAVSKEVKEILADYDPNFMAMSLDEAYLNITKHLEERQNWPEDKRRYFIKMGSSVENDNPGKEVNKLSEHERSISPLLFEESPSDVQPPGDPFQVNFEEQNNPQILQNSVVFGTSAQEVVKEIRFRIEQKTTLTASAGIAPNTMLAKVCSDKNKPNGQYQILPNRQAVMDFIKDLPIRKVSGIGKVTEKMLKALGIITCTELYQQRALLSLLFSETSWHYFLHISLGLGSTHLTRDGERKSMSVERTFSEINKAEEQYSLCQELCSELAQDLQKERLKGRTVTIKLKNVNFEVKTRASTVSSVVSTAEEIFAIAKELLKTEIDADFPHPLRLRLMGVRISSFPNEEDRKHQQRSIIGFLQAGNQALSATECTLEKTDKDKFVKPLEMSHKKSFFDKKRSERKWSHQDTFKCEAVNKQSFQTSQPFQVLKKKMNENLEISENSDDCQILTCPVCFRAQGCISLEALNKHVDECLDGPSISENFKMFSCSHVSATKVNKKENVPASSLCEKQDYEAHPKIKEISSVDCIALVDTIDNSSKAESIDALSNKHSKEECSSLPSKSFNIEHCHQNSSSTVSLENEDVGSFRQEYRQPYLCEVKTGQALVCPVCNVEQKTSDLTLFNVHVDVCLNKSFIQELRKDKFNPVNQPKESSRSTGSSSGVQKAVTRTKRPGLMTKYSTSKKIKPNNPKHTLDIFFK
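Here, compound and 10 nM enzyme are combined for 15 min at room temperature; adding 50 nM substrate (final) starts DNA synthesis, tracked by fluorescence at 0 and 10 min against buffer-only wells.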
Apoferritin bind = binds horse apoferritin like a general anesthetic. P02791. apoferritin/1-aminoanthracene competitive binding, fluorescence. Potency, µM (series often up to 77.5 µM), for inactives: at the highest dose activity change, negative = displacement, most hits filed as inhibitors. 350,000 compounds, 0.074% hits. AID 485281; also: potency is read from the fitted curve at half-maximal effect; % is scaled to controls: 0 for no effect and ±100 for the full control effect; nearly all actives have a fitted effect of over 20% in size
Target sequence (P02791 2-175 limits assumed): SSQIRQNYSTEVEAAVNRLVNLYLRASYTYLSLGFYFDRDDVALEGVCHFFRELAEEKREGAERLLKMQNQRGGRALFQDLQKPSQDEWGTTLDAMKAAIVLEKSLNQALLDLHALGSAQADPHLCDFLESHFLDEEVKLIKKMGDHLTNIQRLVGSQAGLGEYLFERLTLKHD
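Horse-spleen apoferritin (10 uM) in 50% saturated 1-aminoanthracene in PBS was incubated 10 min at room temperature with compound. Fluorescence (ex 380, em 535 nm) was normalized to free and bound 1-AMA, with concentration-response fitted by a four-parameter Hill equation.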
ERG-DNA inh = blocks human ERG Ets domain binding to DNA; AID 624246; 370,000 compounds, 0.028% hits; fluorescence polarization, His-ERG Ets domain / labelled DNA; P11308; Potency, µM (series often up to 76.9 µM), without a hit: at the top dose FP activity, negative = inhibition, actives largely listed as inhibitors; active = well fitted inhibition curve with a large enough effect in the polarisation, with a control signal flat; inconclusive = small, poorly fitted or top-dose-only effect, or effect the other way, or a change in a side signal; inactive = no such curve, though single readings can be large or run the other way; the % refers to the polarisation;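 also: polarization taken with two DNA probes labelled with fluorescein and Texas red; potency is read from the fitted curve at half-maximal effect; % of control where 0% means no effect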
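His-tagged ERG Ets domain (1 uM in the protein solution; 300mM KCl, 50mM Tris-HCl, 1mM EDTA, 1mM DTT, pH 7.5) received compound, then a probe mix of 5 nM fluorescein-DNA and 100nM Texas-615-DNA. Fluorescence polarization was read for both dyes.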
APE1 inh = APE1 (human) endonuclease inhibition; recombinant APE1, TAMRA/BHQ-2 abasic DNA cleavage fluorescence; AID 2517; P27695; Potency, µM (highest dose often 65.8 µM), for the others: at the highest dose activity change, negative = inhibition, most hits filed as inhibitors; 350,000 compounds, 0.35% hits;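 also: potency is read from the fitted curve at half-maximal effect; plate controls were vehicle for no effect and reference inhibitor for full effect; nearly all actives have a fitted effect of over 55% in size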
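Activity was derived from the fluorescence gain between first and third kinetic reads (60 s intervals, ex 525/em 598 nm) after 50 nM THF-abasic TAMRA/BHQ-2 duplex was added to 0.75 nM APE1 preincubated 15 min with compound.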
BLM inh = Bloom syndrome helicase (human) inhibition; recombinant BLM DNA unwinding, fluorescence dequenching; Potency, µM (doses to about 56.1 µM), for the others: at the highest dose activity change, negative = inhibition, usual class: inhibitors; 350,000 compounds, 0.2% hits;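 also: potency is read from the fitted curve at half-maximal effect; plate controls were vehicle for no effect and no enzyme for full effect; nearly all actives have a fitted effect of over 35% in size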
The depositor's hits bear a star; ? = inconclusive; . = not tested or not shown; [ ] = another dose, or the depositor's remark. Unless noted, calls follow the shape of the dose curve; as a rule, active = well fitted curve in the direction sought with a large enough effect; inconclusive = small, poorly fitted or top-dose-only effect, or another doubt; inactive = no such curve, though single readings can be large; an effect the other way counts as inactive or inconclusive.

SMILES	POLI inh	12-LOX inh	POLB inh	TRHR ag	POLK inh	Apoferritin bind	ERG-DNA inh	APE1 inh	BLM inh
CCC(C)Oc1cc(-c2ccnc(Nc3cccc(Cl)c3)n2)ccn1 (stereo not given)	-6.0%	-21.3%	-4.3%	0.3	-16.4%	-2.7%	0.5%	11.1%	-10.6%
N=C1/C(=C\c2ccc(Br)o2)C(=O)N=C2SC(CC(=O)N3CCCCC3)=NN12	?	-5.3%	?	1.8	31.6µM*	-16.3%	40.5%[activator]	-4.6%	-12.5%
CCN1CCN(c2ccc(NC(=O)c3ccc(Cl)c(S(=O)(=O)N4CCCC4)c3)cc2)CC1	57.8%[activator]	?	.	0.1	-20.8%	.	0.9%	3.9%	.
O=C(CN1C(=O)COc2ccccc21)c1cccc(Cl)c1	-6.7%[58.9 µM]	1.8%	0.6%	-0.8	-11.9%	?	2.4%	5.6%	-3.8%
CS(=O)(=O)Nc1c(O)ccc2c1CCC[C@H]2C1=NCCN1	.	238.2%[activator]	.	.	-7.1%[19.4 µM]	.	.	-16.7%	-1.4%
O=C(Nc1ccc(F)cc1F)N1CCCCCC1	-26.9%	432.0%[activator]	0.2%	0.9	4.3%	?	5.5%	3.2%	-2.2%
COc1ccc(-c2ccc(-c3nnc(-c4ccncc4)o3)cc2)cc1	.	.	6.6%	0.0	.	-12.0%	.	-0.9%	-0.5%
O=C(Nc1cccnc1)Nc1ccc(F)c(Cl)c1	7.2%	-5.5%	-1.5%	2.9	-0.5%	-9.6%	1.2%	-3.0%	1.5%
Cc1nc(C)c(/C(O)=C\c2nc3ccc([N+](=O)[O-])cc3oc2=O)o1	113.9%[activator]	0.0%	-29.4%	-0.4	-5.4%	-8.3%	-1.0%	-9.5%	-2.7%
CCOc1ccc(N2C(=O)CC(Sc3n[nH]c(-c4ccccc4)n3)C2=O)cc1 (stereo not given)	-4.0%	-28.9%	-16.4%	-0.3	-22.6%	-6.3%	-1.9%	-5.1%	-2.5%
O=C(COc1ccccc1)N1CCN=C1SCc1ccccc1F	5.5%	-22.4%	0.3%	-0.5	-13.2%	-3.8%	-5.6%	?	-0.5%
C=CCOc1nc(-c2ccncc2)nc2ccccc12	-1.6%	-13.4%	-0.1%	0.5	-11.2%	-9.8%	2.4%	-2.3%	2.4%
CC1=NN(c2ccccc2)C(=O)/C1=C/c1c(O)n(-c2ccc(F)cc2)[nH]c1=O	-13.9%	?	?	1.1	-25.1%	-4.7%	-1.7%	-4.0%	-13.5%
Cc1cccc(C)c1NC(=O)Cn1c(=O)n(Cc2ccc3c(c2)OCO3)c(=O)c2oc3ccccc3c21	4.9%	-20.3%	2.1%	0.0	0.5%	-3.5%	0.4%	.	-3.9%
CCc1nnc(NC(=O)C2CC(=O)N(CCc3ccc(F)cc3)C2)s1 (stereo not given)	?	?	-1.6%	0.0	-3.6%	-8.0%	-8.1%	47.3%[activator]	-3.0%
Cc1ccc(C)c(CN2C(=O)COc3ccc(C(=O)c4ccccc4C(=O)O)cc32)c1	-1.1%	-5.0%	-4.2%	0.2	1.7%	?	8.7%	-1.9%	-9.4%
CC1CCc2nc(NC(=O)Nc3ccc4c(c3)OCO4)sc2C1 (stereo not given)	168.6%[activator]	-24.4%	-19.9%[57.1 µM]	0.9	-3.6%	?	9.8%	1.3%	-14.4%
O=C(CN1CCN(S(=O)(=O)c2ccccc2F)CC1)NCC1(N2CCOCC2)CCCCC1	17.1%	-1.4%	.	0.2	6.6%	.	2.0%	-7.8%	.
C=CCS/C(=N\n1cnc2ccccc2c1=O)N(CC)CC	-2.8%	51.3%[activator]	3.1%	-0.9	-8.6%	0.2%	1.2%	2.4%	1.5%
CC1Oc2ccccc2OC1(O)c1ccc2ccccc2n1 (stereo not given)	214.2%[activator]	0.6%	9.6%	0.2	-5.5%	-3.3%	-6.2%	1.2%	5.2%
CCn1c(SCC(=O)NC2CC2)nnc1-c1csc(C)c1	-12.7%	0.9%	17.6%	-0.8	5.0%	-0.4%	2.0%	14.8%	-2.6%
COc1ccc(CC(=O)OCC(=O)NC(=O)NC2CCCC2)cc1	-11.0%	391.5%[activator]	.	-0.7	10.6%	.	21.3%	34.9%	.
CCCNC(=S)NC1CC2CCCC(C1)N2Cc1ccc(F)cc1 (stereo not given)	15.4%	4.6%	86.5%	0.6	-3.9%	5.5%	0.7%	23.9%	0.4%
O=C(COC(=O)c1ccc(S(=O)(=O)N2CCCC2)cc1)Nc1cccc(F)c1	-22.0%	?	.	0.4	0.1%	.	-14.5%	-4.3%	.
COCc1cc(C)n(CC(=O)N/N=C/c2ccc(-c3ccc(Cl)c(C(=O)O)c3)o2)c(=O)c1C#N	22.4µM*	-3.3%	20µM*	-1.7	?	-15.9%	-6.8%	-3.2%	4.0%

A section of the results above:
SMILES	POLI inh	12-LOX inh	POLB inh	TRHR ag	POLK inh	Apoferritin bind	ERG-DNA inh	APE1 inh	BLM inh
CCC(C)Oc1cc(-c2ccnc(Nc3cccc(Cl)c3)n2)ccn1 (stereo not given)	-6.0%	-21.3%	-4.3%	0.3	-16.4%	-2.7%	0.5%	11.1%	-10.6%
N=C1/C(=C\c2ccc(Br)o2)C(=O)N=C2SC(CC(=O)N3CCCCC3)=NN12	?	-5.3%	?	1.8	31.6µM*	-16.3%	40.5%[activator]	-4.6%	-12.5%
CCN1CCN(c2ccc(NC(=O)c3ccc(Cl)c(S(=O)(=O)N4CCCC4)c3)cc2)CC1	57.8%[activator]	?	.	0.1	-20.8%	.	0.9%	3.9%	.

(listing goes on)
SMILES	POLI inh	12-LOX inh	POLB inh	TRHR ag	POLK inh	Apoferritin bind	ERG-DNA inh	APE1 inh	BLM inh
O=C1C2C3c4ccccc4C(c4ccccc43)[C@@H]2C(=O)N1c1ccccn1 (stereo not given in full)	104.1%[activator]	25.8%	-0.4%	-1.8	2.0%	-0.2%	-11.3%	20.7%	1.8%
Cc1ccc2c(CN3CCN(Cc4ccccc4Cl)CC3)cc(=O)oc2c1	5.5%	-17.1%	22.8%	0.0	-4.8%	-6.8%	-6.2%	.	0.7%
Cc1ccc(NC(=O)Nc2nnc(N(CC(C)C)CC(C)C)s2)cc1Cl	71.8%[activator]	-10.4%	29.1%	-0.2	9.8%	-14.3%	-12.1%	.	-1.0%
O=C(CCC1CCCN(C(=O)C2=CCCC2)C1)N1CCN(c2ccccn2)CC1 (stereo not given)	46.8%[activator]	-10.9%	-27.6%	0.2	8.6%	-5.2%	0.1%	2.1%	-4.8%
CC(Nc1ccc2c(c1)OCCO2)C(=O)Nc1ccc2c(c1)OCO2 (stereo not given)	85.5%[activator]	1.6%	26.7%	0.3	-0.5%	-6.2%	14.6%	-0.2%	2.9%
CC1CCCC(C)N1C(=O)Cn1cnc2cc([N+](=O)[O-])ccc2c1=O (stereo not given)	176.0%[activator]	16.8%	2.1%	0.7	-2.6%	-10.4%	-9.1%	?	-3.5%
COc1ccc(-c2c(-c3cc(OC)cc(OC)c3)n(C)c3ccc(-c4ccc(N(C)C)nc4)cc23)cc1	37.2%[activator]	-36.8%	.	0.5	4.2%	.	1.6%	2.6%	.
Cn1nnnc1SCC(=O)Nc1ccc(Cl)c(S(=O)(=O)N2CCOCC2)c1	-25.9%	12.4%	1.4%	-0.2	-0.7%	-0.8%	-0.9%	-1.4%	-1.5%
COC(=O)C(CC(=O)c1ccc(Br)cc1)n1ccnc1 (stereo not given)	1.2%	.	-0.7%	0.4	-0.8%	-13.7%	.	1.8%	-9.4%
O=S(=O)(Nc1ccc(-n2cccc2)cc1)c1ccc(Cl)cc1Cl	?	?	1.2%	-0.4	-10.3%	-8.8%	4.3%	-5.1%	-11.7%
O=C(CSc1cn(CC(=O)N2CCCCC2)c2ccccc12)Nc1ccccc1	-4.2%	-0.2%	44.7%	-0.3	-8.9%[60.1 µM]	1.5%	-6.1%	.	3.9%
CN(N)c1nc2ccccc2nc1C(F)(F)F	112.9%[activator]	-6.6%	41.9%	-0.4	-0.8%	-11.1%	1.2%	-8.6%	0.7%
COc1ccc(C(=O)NCC(=O)OCn2nnc3ccccc3c2=O)cc1OC	.	.	4.8%	0.2	.	-1.0%	.	-5.9%	-16.4%
COc1cc(-c2nc3ccccn3c2NCC2CCCO2)ccc1O (stereo not given)	22.4%	-9.6%	9.6%	-0.4	-4.3%	119.1%[activator]	-0.6%	-1.6%	0.5%
CCOc1ccc(NC(=O)c2csc3c2CCCC3)cc1	23.9%	?	-0.8%	-0.7	-3.7%	8.0%	-16.5%	-4.4%	0.9%
Cc1cccc(C(=O)NCc2nnc(SCC(=O)Nc3nncs3)n2C)c1	-1.1%	-19.6%	21.2%	-0.3	-8.8%	10.8%	9.0%	-4.5%	-3.4%
c1ccc2c(c1)nc(-c1ccncc1)n1nnnc21	9.3%	22.0%	14.2%	-0.6	-10.2%	-1.0%	.	0.7%	6.0%
COC(=O)CSC1=C(C#N)C(=O)NC2(CCCCC2)S1	-3.3%	?	-14.4%	-0.7	-5.4%	19.4%	-1.5%	5.6%	5.0%
c1ccc(-c2cc(N3CCCCCC3)n[nH]2)cc1	-25.6%[58.9 µM]	?	-9.7%	2.3	-2.9%	?	-2.4%	3.5%	-0.8%
Cc1c2c(nc3c(C)cccc13)OC(C)C2 (stereo not given)	11.6%	18.3%	16.8%	-1.2	-9.6%	?	3.7%	5.2%	-5.2%
CNS(=O)(=O)c1cccc(C(=O)NCC2(N3CCCCC3)CCCCC2)c1	?	-4.7%	?	0.2	-16.8%	-3.5%	2.3%	-18.6%	-2.1%

An excerpt (hit frequency here may not be typical).
